NCOA2 inhibitor: inhibits human steroid receptor coactivator 2 | Q15596 | HEK293 GAL4-SRC2 luciferase reporter, luminescence | inhibition, % at 9 µM | 370,000 tested, 0.17% active | AID 651957;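 active means inhibition above the mean inhibition of all tested compounds plus 3 SD, set per campaign, cut at about 52% in these data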;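 further: 0% = DMSO treated cells and 100% = cells given Gossypol at 36 µM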
TLR9-MyD88 block: blocks human TLR9 binding to MyD88; Q9NR96+Q99836; CHO BLA complementation TLR9-MyD88, CCF4 FRET ratio; inhibition, % at 4.98 µM; 340,000 tested, 0.21% active;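 active means inhibition above the mean over all tested compounds plus 3 SD, cut at about 21% in these data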;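 further: 0% = DMSO only wells and 100% = clavulanate BLA inhibitor control wells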
EBV LMP1 NFkB: reduces LMP1-driven NF-kappaB luciferase signal; LMP1-induced NF-kappaB luciferase reporter cells, luminescence; inhibition, % at 12.5 µM; 350,000 tested, 0.69% active; AID 504558; in the data active means inhibition above about 41%;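 further: 0% = neutral control wells and 100% = reference inhibitor control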
MC4R antagonist: human MC4R antagonism in cAMP assay | MC4R-expressing cells, MTII-stimulated cAMP, LANCE TR-FRET | 360,000 tested, 0.48% active | inhibition, % at 6.5 µM;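 active means inhibition above its plate's cutoff, the mean of tested wells on that plate plus 3 SD, cut at about 29% in these data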;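 further: 0% = Melanotan II alone and 100% = Melanotan II plus saturating MCL0020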
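Test system: U2OS cells stably expressing human melanocortin 4 receptor (MC4R); also added: Melanotan II challenge; compound: 6.5 µM single dose; timing: 30-min compound preincubation, 1-h Melanotan II challenge, 1-h detection, room temperature; signal: Eu-cAMP/anti-cAMP TR-FRET, emission 671 nm; repeats: one well per compound, no replicates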
MC4R barr agon: human MC4R agonism via beta-arrestin. 360,000 tested, 0.98% active. U2OS MC4R beta-arrestin complementation, luminescence; percent of melanotan II response, DMSO zero. activation, % at 8.9 µM;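 active means activation above a per-plate cutoff, the mean activation of sample wells on that plate plus 3 SD, cut at about 8% in these data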
NOD2-RIPK2 inh: blocks binding of human NOD2 to RIPK2; O43353; CHO BLA complementation NOD2-RIPK2, CCF4 ratio; inhibition, % at 4.98 µM; 360,000 tested, 0.38% active; AID 624267; in the data active means inhibition above about 21%;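 further: 0% = vehicle only and 100% = reference blocker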
COUP-TFII inh: blocks human COUP-TFII nuclear receptor; HEK293T NGFI-A luciferase reporter, luminescence; inhibition, % at 8.6 µM; 370,000 tested, 0.7% active; AID 686940;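 active means inhibition above a per-plate cutoff, mean inhibition of test wells between control levels plus 3 SD, cut at about 38% in these data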;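 further: cells cotransfected with COUP-TFII expression vector driving the NGFI-A reporter; 0% = median of COUP-TF2 test wells and 100% = reporter-only cells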
Target sequence (P24468 whole entry, looked up): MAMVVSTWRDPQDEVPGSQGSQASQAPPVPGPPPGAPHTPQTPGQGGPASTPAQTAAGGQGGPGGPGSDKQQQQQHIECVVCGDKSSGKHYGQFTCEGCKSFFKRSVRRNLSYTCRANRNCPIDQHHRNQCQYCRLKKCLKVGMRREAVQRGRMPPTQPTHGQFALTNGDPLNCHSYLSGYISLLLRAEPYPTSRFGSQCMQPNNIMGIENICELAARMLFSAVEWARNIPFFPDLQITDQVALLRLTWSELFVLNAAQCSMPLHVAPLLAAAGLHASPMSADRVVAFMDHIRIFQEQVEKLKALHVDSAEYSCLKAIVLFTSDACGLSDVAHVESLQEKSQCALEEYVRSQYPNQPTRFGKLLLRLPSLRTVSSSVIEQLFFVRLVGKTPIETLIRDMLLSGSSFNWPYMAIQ
ABHD5 PLIN5 PPI: inhibitors of human ABHD5-perilipin-5 interaction | inhibition, % at 4 µM | Q00G26+Q8WTS1 | Split G. princeps luciferase complementation, luminescence, 4 h | AID 602281 | 360,000 tested, 0.78% active;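 active means inhibition above the mean inhibition across every tested compound plus 3 SD, cut at about 22% in these data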;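 further: 0% = DMSO only wells and the 100% control is not disclosed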
NCOA1 inh: inhibits human SRC1 coactivator. Q15788. HEK293 GAL4-SRC1 luciferase reporter, luminescence. 360,000 tested, 0.12% active. inhibition, % at 3.6 µM. AID 588354;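 active means inhibition above the campaign mean plus 3 SD, with each screening campaign given its own cutoff, cut at about 60% in these data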;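 further: 0% = DMSO treated cells and 100% = gossypol at 36 µM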
NCOA3 inh: inhibits human SRC3 coactivator; HEK293 GAL4-SRC3 luciferase reporter, luminescence; inhibition, % at 3.6 µM; 360,000 tested, 0.17% active;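 active means inhibition above a per-campaign cutoff, the mean of all compounds plus 3 SD, cut at about 60% in these data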;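 further: 0% = DMSO-treated cells and 100% = gossypol-treated cells at 36 µM; higher means less SRC3-driven luciferase light from the GAL4 reporter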
LRH-1 inv ag: NR5A2 inverse agonism in reporter assay; AID 602396; 360,000 tested, 0.13% active; O00482; inhibition, % at 3.6 µM; HEK293T StAR-luciferase reporter, LRH-1 transfected, 24 h;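 active means inhibition above the mean inhibition of all tested compounds plus 3 SD, cut at about 73% in these data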;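 further: 0% = DMSO wells and 100% = reporter-only cells lacking LRH-1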
Target sequence (O00482 whole entry, looked up): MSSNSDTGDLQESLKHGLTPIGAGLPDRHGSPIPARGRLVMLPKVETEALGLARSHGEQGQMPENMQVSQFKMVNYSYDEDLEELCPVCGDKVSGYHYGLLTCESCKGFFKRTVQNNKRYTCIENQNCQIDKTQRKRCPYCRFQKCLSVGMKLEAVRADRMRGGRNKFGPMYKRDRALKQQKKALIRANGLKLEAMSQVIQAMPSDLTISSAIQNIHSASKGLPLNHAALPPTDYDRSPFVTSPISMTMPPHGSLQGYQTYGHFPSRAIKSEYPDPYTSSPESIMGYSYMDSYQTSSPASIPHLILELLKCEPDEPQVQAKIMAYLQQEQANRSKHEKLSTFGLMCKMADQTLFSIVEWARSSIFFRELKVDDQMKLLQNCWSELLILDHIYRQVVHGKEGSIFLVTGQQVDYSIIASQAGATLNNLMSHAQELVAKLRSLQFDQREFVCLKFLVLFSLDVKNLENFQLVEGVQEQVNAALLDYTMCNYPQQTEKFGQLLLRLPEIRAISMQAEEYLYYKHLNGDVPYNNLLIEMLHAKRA
* = called active by the depositor; . = not tested or not shown.

SMILES	NCOA2 inhibitor	TLR9-MyD88 block	EBV LMP1 NFkB	MC4R antagonist	MC4R barr agon	NOD2-RIPK2 inh	COUP-TFII inh	ABHD5 PLIN5 PPI	NCOA1 inh	NCOA3 inh	LRH-1 inv ag
Cc1ccc2c(c1)c1ncnc(N3CCOCC3)c1n2C	-41	-10	-3	-3	-1.2	-7	-45	7	-29	-40	-24
Cc1cc(=O)[nH]c(N/N=C/CCc2ccccc2)n1	-6	4	-2	14	-1.3	3	-17	4	-5	0	-15
CC1CN(C(=O)c2cccc(Oc3ccccc3)c2)CC(C)O1 (configuration not stated)	-11	5	7	3	-2.0	-1	-8	-3	-6	-8	7
CCOC(=O)c1cc(NC(=O)Nc2ccccc2OC)c(C)nc1C	-11	-24	-16	0	-1.8	-11	-4	6	-1	2	7
COc1cccc(NC(=O)CN(C)C(=O)c2cc(CN3C(=O)c4ccccc4C3=O)ccc2OC)c1	0	-15	7	1	1.3	1	-9	1	-8	-2	-24
CCC(C)N1C(=O)c2ccccc2C1C(=O)NC1CCCCCC1 (configuration not stated)	-3	4	8	13	-1.4	-1	5	2	-1	13	16
CCC(=O)NC(=S)Nc1ccccc1C(=O)OC	-9	1	3	7	-1.7	6	-8	3	-6	9	16
CN1CCN(S(=O)(=O)c2ccc(SCCOc3ccccc3)nc2)CC1	14	0	-1	-6	-2.1	1	-16	5	-6	7	-5
CC12CCC(C(=O)N(c3nccs3)C1=O)C2(C)C (configuration not stated)	20	0	11	2	-2.0	10	13	-2	1	-6	-3
Cc1ccc(-c2nc3c(=O)n(C)c4ccccc4c3o2)cc1	-22	-2	-17	0	-1.5	-1	-26	-7	-7	-4	1
CCN(CC)C(=O)/C(=C\c1cccc([N+](=O)[O-])c1)NC(=O)c1ccco1	-18	-3	-1	-7	-2.8	-15	18	-4	3	24	8
C=CCNC(=O)c1ccc(-c2cccc([N+](=O)[O-])c2)o1	-17	-8	3	17	0.1	-10	-15	-6	-49	-44	-53
CCCN1C(=O)C(=O)N(CC(=O)N2c3ccccc3NC(=O)CC2C)C1=O (configuration not stated)	-15	2	-15	1	0.5	-8	7	3	-7	1	4
O=C(CN1CCN(CCN2C(=O)c3cccc4cccc(c34)C2=O)CC1)c1ccc(F)cc1	-3	-5	-11	14	-0.7	11	-2	10	-32	-10	-2
Cc1ccc(S(=O)(=O)N2CCCCC2)cc1NC(=O)c1ccccc1Cl	24	3	1	10	-1.0	-2	-30	-3	4	22	21
COc1ccccc1NC(=O)CSc1nnc(C)n1CCc1ccccc1	-35	-6	4	14	-0.1	-3	5	1	-7	-14	3
CCCOC(=O)c1ccc(NC(=O)CN(C)Cc2cccs2)cc1	-21	-2	-4	-2	-0.4	1	11	5	-79	0	26
Cc1ccc(N)c([N+](=O)[O-])c1	-15	-1	-9	-2	-1.2	2	8	-1	-12	6	9
O=C(COC(=O)c1cccs1)c1ccc2c(c1)OCCO2	-43	2	-16	-2	-1.5	-6	-19	0	-27	-43	-45
Cc1ccc(C(=O)Nc2ccc(O)c(C(=O)O)c2)o1	-2	8	-4	-3	0.4	12	4	3	-14	14	-1
CCCc1cc(=O)[nH]c(N2CCN(Cc3ccc4c(c3)OCO4)CC2)n1	-3	1	.	5	0.0	-7	9	-4	4	-1	-31
CCOc1nc(NC(C)C)nc(NC(C)C)n1	-21	6	-13	5	-2.0	-3	3	-6	-5	13	-11
C[C@H](CO)N1C[C@H](C)[C@@H](CN(C)C(=O)Nc2ccccc2)Oc2ccc(NC(=O)Nc3ccccc3)cc2C1=O	-45	-11	-1	6	-0.8	3	-2	4	2	-16	-13
[O-]/C(=C(\C(=S)Nc1ccc(SC(F)F)cc1)[n+]1ccccc1)c1ccc(Cl)cc1Cl	-37	1	5	8	1.0	13	4	-3	-19	-5	-4
CC1(C)CC(=O)C2=C(C1)OC(N)=C(C#N)C2c1ccccc1[N+](=O)[O-] (configuration not stated)	13	7	3	1	-1.0	-2	4	-20	-10	16	14

Arranged by heavy-atom count (low to high): 12 of the compounds above.
SMILES	NCOA2 inhibitor	TLR9-MyD88 block	EBV LMP1 NFkB	MC4R antagonist	MC4R barr agon	NOD2-RIPK2 inh	COUP-TFII inh	ABHD5 PLIN5 PPI	NCOA1 inh	NCOA3 inh	LRH-1 inv ag
Cc1ccc(N)c([N+](=O)[O-])c1	-15	-1	-9	-2	-1.2	2	8	-1	-12	6	9
CC12CCC(C(=O)N(c3nccs3)C1=O)C2(C)C (configuration not stated)	20	0	11	2	-2.0	10	13	-2	1	-6	-3
Cc1ccc(C(=O)Nc2ccc(O)c(C(=O)O)c2)o1	-2	8	-4	-3	0.4	12	4	3	-14	14	-1
C=CCNC(=O)c1ccc(-c2cccc([N+](=O)[O-])c2)o1	-17	-8	3	17	0.1	-10	-15	-6	-49	-44	-53
Cc1ccc2c(c1)c1ncnc(N3CCOCC3)c1n2C	-41	-10	-3	-3	-1.2	-7	-45	7	-29	-40	-24
Cc1ccc(-c2nc3c(=O)n(C)c4ccccc4c3o2)cc1	-22	-2	-17	0	-1.5	-1	-26	-7	-7	-4	1
CCC(C)N1C(=O)c2ccccc2C1C(=O)NC1CCCCCC1 (configuration not stated)	-3	4	8	13	-1.4	-1	5	2	-1	13	16
CC1(C)CC(=O)C2=C(C1)OC(N)=C(C#N)C2c1ccccc1[N+](=O)[O-] (configuration not stated)	13	7	3	1	-1.0	-2	4	-20	-10	16	14
CCN(CC)C(=O)/C(=C\c1cccc([N+](=O)[O-])c1)NC(=O)c1ccco1	-18	-3	-1	-7	-2.8	-15	18	-4	3	24	8
CCCN1C(=O)C(=O)N(CC(=O)N2c3ccccc3NC(=O)CC2C)C1=O (configuration not stated)	-15	2	-15	1	0.5	-8	7	3	-7	1	4
[O-]/C(=C(\C(=S)Nc1ccc(SC(F)F)cc1)[n+]1ccccc1)c1ccc(Cl)cc1Cl	-37	1	5	8	1.0	13	4	-3	-19	-5	-4
C[C@H](CO)N1C[C@H](C)[C@@H](CN(C)C(=O)Nc2ccccc2)Oc2ccc(NC(=O)Nc3ccccc3)cc2C1=O	-45	-11	-1	6	-0.8	3	-2	4	2	-16	-13

Continued:
SMILES	NCOA2 inhibitor	TLR9-MyD88 block	EBV LMP1 NFkB	MC4R antagonist	MC4R barr agon	NOD2-RIPK2 inh	COUP-TFII inh	ABHD5 PLIN5 PPI	NCOA1 inh	NCOA3 inh	LRH-1 inv ag
CCN1C[C@@H]2[C@@H]3C(=O)N(Cc4ccccc4)C(=O)[C@@H]3[C@](CC)(C1=O)N2C(=O)c1ccc(F)cc1	-6	-3	-5	3	-0.6	-2	3	-3	9	-5	2
CCC(C)[C@H]1CNC(=O)C(=O)N1CCCCC1CCCCC1 (some centres not stated)	-5	.	.	.	.	0	2	17	.	.	0
CN1/C(=C/C(=S)NC(=O)C2(C)CC2(Cl)Cl)C(C)(C)c2ccccc21 (configuration not stated)	-27	-3	7	3	-5.6	-11	2	-21	-15	17	11
COc1ccccc1NC(=O)N1CCCC1C(=O)NCc1cccs1 (configuration not stated)	1	2	-3	16	-0.5	7	8	7	7	-2	-11
Cc1ccc(-c2csc(-c3ccncc3)n2)cc1	-16	2	-17	-3	0.2	4	-15	0	-67	-66	-39
CC1CCCC(C)N1S(=O)(=O)c1ccc(S(=O)(=O)NCc2ccccc2)cc1 (configuration not stated)	19	3	-31	8	0.8	-8	-7	-2	-4	8	-2
C=CCN1C(=O)C(O)=C(C(C)=O)C1c1ccccc1F (configuration not stated)	7	2	4	-1	-1.1	1	7	-2	-7	-5	15
O=C(CCN1C(=O)COc2ccccc21)NCCC1=CCCCC1	-14	4	3	5	2.3	4	18	-10	0	12	11
S=C(Cc1ccc(Cl)cc1)N1CCOCC1	6	-7	9	2	-0.2	-12	11	-1	-5	8	17
COc1cccc(C(=O)NCC(c2ccc3c(c2)OCO3)N2CCN(c3ccc(F)cc3)CC2)c1 (configuration not stated)	18	-1	12	6	-1.5	-1	34	12	5	-10	14
Cc1ccc(CNC(=O)C(N=C2NS(=O)(=O)c3ccccc32)C(C)C)cc1 (configuration not stated)	8	-3	0	5	-1.3	-10	12	3	-33	-8	-13
CCCCCOC(=O)Cn1c(N2CCOCC2)nc2c1c(=O)[nH]c(=O)n2C	-5	-6	3	-6	2.2	-1	7	-4	1	4	-18
Cn1c(CNC(=O)Nc2ccccc2)nnc1SCc1ccccc1	-11	-3	0	9	0.7	2	-1	3	-5	-11	-6
O=C(Nc1cccnc1)c1cc(F)cc(F)c1	-12	-10	-2	-1	-0.9	-11	-4	3	5	2	15
COc1cc2c(cc1NC(=O)CN(C)Cc1nc3ccccc3c(=O)[nH]1)oc1ccccc12	-8	4	20	4	-1.5	2	12	-4	-9	-3	18
COC(=O)[C@]1(Sc2ccccc2)CC(=O)N[C@@H]1c1ccccc1	-13	.	.	.	.	9	2	4	.	.	2
CC(C)c1ccc2oc(-c3ccc(N)cc3)nc2c1	-21	-6	16	7	7.5	4	-30	-5	-113	-78	-155
O=C(COC(=O)C12CC3CC(CC(Br)(C3)C1)C2)Nc1cccc(S(=O)(=O)N2CCOCC2)c1	-45	-1	-5	5	0.6	-7	13	-2	2	9	0
CCOCC(=O)Nc1ccc(Br)c(C)c1	-18	.	-29	-13	3.7	-16	-37	8	-46	-39	-7
Cc1cc(C)c(N(C(=O)c2csnn2)C(C(=O)NC2CCCC2)c2ccncc2)c(C)c1 (configuration not stated)	-9	-6	-13	2	-0.9	7	10	4	-6	4	3
Cn1cc(CN2CCC(Oc3ccc(C(=O)N4CCCC4)cc3)CC2)cn1	8	-16	16	21	1.1	-13	16	-3	6	-8	-11
Cc1ccc(Oc2nn[nH]n2)cc1	-2	-7	1	0	-1.8	-2	-8	1	4	8	-9
CC1(C)CCc2cc(CN3CCN(c4ccccn4)CC3)ccc2O1	-64	-7	-3	12	2.0	-8	12	2	9	2	1

An excerpt, so the mix of outcomes need not match the whole.
